Source: PubChem BioAssay
RGS7-Gao = modulates binding of RGS7 to human Galphao; binding response (% of control), % at 10 µM; Multiplexed bead flow cytometry; actives lie on both sides; actives 0.35% (n = 220,000); AID 1439; in the data active = binding response below about 49% or above about 150%; inconclusive = no clear call, values can overlap the other calls; inactive = in between;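 note: fluorescent Galphao held in activated GDP-AlF4 state binding bead-coupled RGS7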
Bcl-2 Bim block = human Bim-Bcl-2 interaction inhibition; Bead-based flow cytometry, Bim peptide-Bcl-2 binding; inhibition, % at 10 µM; actives 0.06% (n = 190,000); AID 950; in the data active = inhibition above about 40%; inconclusive = no clear call, values can overlap the other calls;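 note: 0% = no compound wells with probe peptide and 100% = reference peptide inhibitor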
GSH fluor = compound fluoresces at 488/530 nm on GSH beads; GSH beads flow cytometry, compound fluorescence 488/530 nm; stronger effect = higher value; actives 0.25% (n = 190,000); fluorescence (KMESF) at 10 µM; in the data active = fluorescence above about 89;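 note: glutathione beads carrying GST-tagged Bcl family fusion proteins plus one bare bead set; values are compound well signal with DMSO vehicle wells as background; inactives centre near 16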
Bcl-W Bim block = disrupts Bim peptide binding to human Bcl-W; Q92843; bead-based flow cytometry; inhibition, % at 10 µM; actives 0.02% (n = 190,000); AID 952;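 note: 0% = bound tracer without compound and 100% = peptide blocker; higher means less fluorescent Bim peptide bound to Bcl-W beads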
Target sequence (Q92843 whole entry, looked up): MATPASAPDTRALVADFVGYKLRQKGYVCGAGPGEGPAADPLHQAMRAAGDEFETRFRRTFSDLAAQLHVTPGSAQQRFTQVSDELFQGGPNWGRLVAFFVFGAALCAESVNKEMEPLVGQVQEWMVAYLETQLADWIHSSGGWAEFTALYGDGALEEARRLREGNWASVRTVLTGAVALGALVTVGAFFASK
Bim-Bcl-B = human Bim-Bcl-B interaction inhibition; inhibition, % at 10 µM; bead-based flow cytometry, Bim peptide-Bcl-B binding; actives 0.073% (n = 190,000); Q9HD36;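 note: 0% = tracer peptide without compound and 100% = reference inhibitor peptide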
Target sequence (Q9HD36 whole entry, looked up): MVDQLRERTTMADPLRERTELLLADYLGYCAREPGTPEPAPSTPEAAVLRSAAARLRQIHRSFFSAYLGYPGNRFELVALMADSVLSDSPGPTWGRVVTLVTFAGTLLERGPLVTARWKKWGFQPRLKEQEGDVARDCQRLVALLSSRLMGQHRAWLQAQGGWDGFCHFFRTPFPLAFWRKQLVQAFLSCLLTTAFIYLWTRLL
Bcl-XL Bim block = disrupts Bim peptide binding to human Bcl-XL. Q07817. bead flow cytometry, fluorescence. inhibition, % at 10 µM. actives 0.04% (n = 190,000)
ABCB1 inh = human ABCB1 inhibition, ABCG2 as counter-screen. P08183. CCRF-Adr cells, JC-1 efflux, flow cytometry. inhibition, % at 6.6 µM. actives 0.067% (n = 190,000). AID 1326; in the data active = inhibition above about 40%;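 note: 0% = vehicle and 100% = reference inhibitor; higher value means more JC-1 retained so stronger ABCB1 efflux block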
RGS4-Gao reg = modulates binding of RGS4 to human Galphao; P09471; Multiplexed bead flow cytometry; actives lie on both sides; binding response (% of control), % at 10 µM; actives 0.33% (n = 220,000); AID 1415; in the data active = binding response below about 49% or above about 150%; inactive = in between;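 note: fluorescent Galphao activated with aluminum fluoride binding bead-coupled RGS4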
RGS8-Gao = regulators of human RGS8-Galphao interaction; P09471; multiplexed bead flow cytometry, RGS8-Galphao binding; actives lie on both sides; response (percent of control binding), % at 10 µM; actives 0.34% (n = 220,000); AID 1423; in the data active = response below about 60% or above about 140%; inactive = in between;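 note: Galphao activated as the GDP aluminium fluoride complex binding bead-coupled RGS8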
Bfl-1 Bim block = disrupts Bim binding to human Bfl-1. Q16548. Bead-based flow cytometry, Bim-Bfl-1 binding inhibition. inhibition, % at 10 µM. actives 0.12% (n = 190,000). AID 1008;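 note: 0% = wells without compound plus tracer and 100% = blocker peptide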
ABCG2 inh = human ABCG2 inhibition, ABCB1 as counter-screen | IgMXP3 cells, JC-1 efflux, flow cytometry | Q9UNQ0 | inhibition, % at 6.6 µM | actives 0.1% (n = 190,000);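 active = inhibition above 80%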;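 note: 0% = DMSO and 100% = nicardipine control wells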
Target sequence (Q9UNQ0 whole entry, looked up): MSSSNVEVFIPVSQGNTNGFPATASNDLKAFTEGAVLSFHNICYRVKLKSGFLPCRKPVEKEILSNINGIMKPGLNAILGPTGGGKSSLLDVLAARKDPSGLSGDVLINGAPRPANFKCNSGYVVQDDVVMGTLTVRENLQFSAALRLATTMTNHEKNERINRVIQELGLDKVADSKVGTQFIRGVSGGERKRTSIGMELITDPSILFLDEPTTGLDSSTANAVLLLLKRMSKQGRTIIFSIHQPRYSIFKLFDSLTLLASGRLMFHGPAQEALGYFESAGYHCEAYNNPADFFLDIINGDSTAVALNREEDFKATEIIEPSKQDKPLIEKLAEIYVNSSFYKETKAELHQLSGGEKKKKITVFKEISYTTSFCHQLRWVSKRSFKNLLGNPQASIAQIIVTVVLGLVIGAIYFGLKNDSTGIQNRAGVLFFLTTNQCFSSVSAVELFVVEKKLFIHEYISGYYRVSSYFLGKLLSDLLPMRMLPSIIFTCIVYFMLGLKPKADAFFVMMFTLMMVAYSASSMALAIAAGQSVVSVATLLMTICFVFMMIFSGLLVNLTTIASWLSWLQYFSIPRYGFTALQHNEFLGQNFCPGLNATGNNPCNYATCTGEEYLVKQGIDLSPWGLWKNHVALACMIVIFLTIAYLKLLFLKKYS
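Times: 10 min at 25 °C | Test system: Two drug-resistant human cell lines, ABCG2 and ABCB1 | Quantity: 3 million cells/mL final, two lines in 1:1 ratio | Signal: Flow cytometry, 530 nm JC-1 signal | Dosing: Compound at 6.6 µM | Controls: Nicardipine and DMSO wells | Reagent: JC-1 as fluorescent efflux pump substrate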
Starred values were filed as active, the others as inactive; ? = inconclusive; . = not tested or not shown. Cut-off read from the data, not from the text of the source, unless noted: active = inhibition above about 40%.

1. CN1CCCN(C(=O)/C=C/c2ccc(F)cc2)CC1
2. CCOc1ccc(CC(=O)Nc2ccc(NC(=O)c3ccco3)cc2)cc1OCC
3. O=C(Nc1ccc2c(c1)OCO2)C1CCCCN1S(=O)(=O)c1ccc(F)cc1 (stereo not given)
4. CCOC(=O)CSc1nnc(CSc2nc3sc4c(c3c(=O)[nH]2)CCC4)n1C
5. C=CCOc1c(Br)cc(/C=N/NC(N)=O)cc1OC
6. CCCSc1nc2c(c(=O)[nH]c(=O)n2C)n1Cc1ccc(C)cc1
7. CCC(C)c1ccc(NC(=O)COC(=O)c2nc3nccc(C)n3n2)cc1 (stereo not given)
8. CC(C)c1ccccc1NS(C)(=O)=O
Compound,1,2,3,4,5,6,7,8
RGS7-Gao,104,20*,100,97,99,105,94,102
Bcl-2 Bim block,-1,-1,-1,-7,-3,-8,0,0
GSH fluor,10,12,62,37,8,15,10,25
Bcl-W Bim block,0,0,1,2,-1,3,0,0
Bim-Bcl-B,0,-3,-1,-8,-5,-1,1,0
Bcl-XL Bim block,-5,-1,-2,9,-2,-2,0,-2
ABCB1 inh,0.1,0.2,0.9,0.1,0.9,0.6,0.4,0.5
RGS4-Gao reg,100,28*,97,98,97,106,94,98
RGS8-Gao,103,23*,101,100,98,103,97,98
Bfl-1 Bim block,-2,-1,-4,-10,-1,-7,-3,-5
ABCG2 inh,14,0,5,0,13,0,15,0

9. Cc1c(C(=O)OCCOc2ccccc2)[nH]c2c1C(=O)CCC2
10. Cc1ccc(-c2nnn(CC(=O)N(c3cccc(F)c3)C(C(=O)NC(C)(C)C)c3ccco3)n2)o1 (stereo not given)
11. COc1ccc(C2CC(=O)C3=C(C2)Nc2ccccc2N(C(=O)C2CC2)C3c2cccnc2)cc1OC (stereo not given)
12. COc1ccccc1NC(=O)C(C)NS(=O)(=O)c1ccccc1 (stereo not given)
13. Oc1ccc(/C=C/c2ccc3ccccc3n2)cc1
14. Cc1nc2ccccn2c1C(=O)NC1CCCC1
15. Cc1ccc(S(=O)(=O)Oc2ccc(/C=C(/NC(=O)c3ccccc3)C(=O)O)cc2)cc1
16. Cc1ccc(C(=O)Nc2nccs2)cc1
Compound,9,10,11,12,13,14,15,16
RGS7-Gao,111,102,104,102,103,99,101,100
Bcl-2 Bim block,-2,0,0,-10,-2,2,1,2
GSH fluor,17,13,16,31,16,19,10,12
Bcl-W Bim block,2,0,2,-5,-4,5,1,0
Bim-Bcl-B,-2,-2,0,-4,-2,2,-3,-1
Bcl-XL Bim block,0,-1,-3,-15,-3,1,-2,-1
ABCB1 inh,0.5,0.7,0.1,0.5,1.0,0.3,-0.1,1.0
RGS4-Gao reg,108,103,103,101,95,102,100,103
RGS8-Gao,103,98,102,101,98,102,103,100
Bfl-1 Bim block,-10,-7,0,-3,1,2,-3,-3
ABCG2 inh,2,12,2,4,10,1,1,11

17. CCCS(=O)(=O)NCc1ccc2c(c1)cc(C)n2C
18. O=C(c1cc2sccc2n1Cc1ccccc1)N1CCCc2ccccc21
19. COc1cccc(NC(=S)N(CCN(C)C)Cc2cccs2)c1
20. C[C@@H](C(=O)Nc1ccc2ccccc2c1)[C@H]1C[C@]1(C)[C@H](NS(=O)(=O)c1ccccc1)c1ccccc1
21. CCN1CCCC1CN(Cc1cc2ccc(C)cc2[nH]c1=O)C(=S)Nc1ccc(OC)cc1OC (stereo not given)
22. CCOC(=O)C1=C(CSc2nc3c(cc2C#N)CN(C)CC3)OC(N)=C(C#N)C1c1ccc(Cl)cc1 (stereo not given)
23. COc1cccc(NC(=O)c2ncc(Cl)c(Cl)c2Cl)c1
24. COC(=O)Nc1ncc(CN2CCCCC2)s1
Compound,17,18,19,20,21,22,23,24
RGS7-Gao,96,99,?,110,88,97,?,102
Bcl-2 Bim block,-7,-6,0,-5,-18,-1,-1,-3
GSH fluor,20,48,15,18,14,16,14,13
Bcl-W Bim block,-4,-3,0,-4,-2,-2,0,-3
Bim-Bcl-B,-5,-4,-5,-3,-16,0,-2,-3
Bcl-XL Bim block,-10,-5,-5,-2,-6,-3,-1,-2
ABCB1 inh,0.2,1.5,0.6,-0.9,-0.1,0.3,0.2,0.7
RGS4-Gao reg,94,101,100,109,97,101,99,103
RGS8-Gao,96,102,102,101,90,97,99,111
Bfl-1 Bim block,-16,-9,-2,-3,-4,0,-2,0
ABCG2 inh,2,3,0,0,3,1,4,2

25. COC(C#CCCN(C)C)(c1ccccc1)c1ccccc1
26. O=C(Nc1cccc(-c2cn3ccccc3n2)c1)c1cnccn1
27. CSCC[C@H](NC(=O)c1nn(C)c(=O)c2ccccc12)c1nc2ccccc2[nH]1
28. COc1ccc2c(c1)[nH]c(=O)c1sc3ccccc3c12
29. O=C(Nc1cccnc1)OC1CCCCC1
30. C=CCn1c(C)cc(C(=O)CN2NS(=O)(=O)c3ccccc3C2=O)c1C
31. Cc1cc(C(C)(C)C)ccc1OCCN1CCCC1
32. Cc1ccc(/C=C/S(=O)(=O)NCC(=O)O)cc1
Compound,25,26,27,28,29,30,31,32
RGS7-Gao,103,101,92,104,100,100,94,105
Bcl-2 Bim block,-3,-10,-1,1,2,0,-11,-4
GSH fluor,9,19,10,7,12,12,28,21
Bcl-W Bim block,-3,-6,0,0,1,-1,-1,1
Bim-Bcl-B,-2,-7,1,1,-2,-1,-5,0
Bcl-XL Bim block,-5,-9,-1,0,-1,0,-4,0
ABCB1 inh,0.7,1.4,2.4,0.2,0.6,0.7,0.5,0.1
RGS4-Gao reg,105,103,92,102,100,101,101,103
RGS8-Gao,104,101,100,103,100,101,96,109
Bfl-1 Bim block,1,-19,0,-2,-2,-3,-12,-4
ABCG2 inh,0,61,5,3,2,4,2,0

33. O=C(C(=O)N1CCc2ccccc2C1)c1c[nH]c2ccccc12
34. COC(CN1C(=O)C(O)=C(C(C)=O)C1c1ccccn1)OC (stereo not given)
35. C(=N\N1CCN(C2c3ccccc3-c3ccccc32)CC1)/c1ccccn1
36. Cc1ncc(CO)c(/C=N/NC(=O)c2cc(O)c(O)c(O)c2)c1O
37. CCC(O)(CC)C(=O)N=Nc1c(O)[nH]c2ccccc12
38. c1ccc2c(NCC3CCCO3)nc(N3CCOCC3)nc2c1 (stereo not given)
39. O=C(Nc1ccnc(-c2ccncc2)n1)c1ccc(Cl)cc1
40. CN(C)/C=N/c1sc2c(c1C#N)CCC2
Compound,33,34,35,36,37,38,39,40
RGS7-Gao,?,106,119,?,99,98,?,102
Bcl-2 Bim block,-3,-12,-8,5,-1,1,0,-10
GSH fluor,16,30,14,10,13,11,9,17
Bcl-W Bim block,-1,-2,0,9,0,-2,0,0
Bim-Bcl-B,-7,-10,-13,0,-2,0,0,-9
Bcl-XL Bim block,-1,-5,-8,4,0,0,0,-5
ABCB1 inh,1.6,-0.2,0.2,0.8,0.8,0.2,0.3,0.3
RGS4-Gao reg,102,104,100,88,102,102,106,101
RGS8-Gao,101,102,98,85,99,97,103,100
Bfl-1 Bim block,-5,-18,-8,10,-5,2,4,-10
ABCG2 inh,21,-1,2,3,8,2,2,3

41. O=C(N/N=C/C=C/c1ccccc1[N+](=O)[O-])c1cccnc1
42. O=S(=O)(c1ccc2ccccc2c1)N1CCN(S(=O)(=O)N2CCCCC2)CC1
43. CCOC(=O)Cc1csc(NC(=O)CSc2nnnn2-c2ccc(F)cc2)n1
44. CC#CCN(CC#CC)S(=O)(=O)c1ccc(S(=O)(=O)N2CCOCC2)cc1
45. Cc1ccc(/C=N/NC(=O)c2ccccn2)s1
46. CCOc1ccccc1NC(=S)N1CCN(c2nc(-c3cccc(OC)c3)cs2)CC1
47. COC(=O)CN1C(=O)CC(C)(C)Sc2ccccc21
48. CCOC(=O)C1(Cc2ccccc2C(F)(F)F)CCN(C(=O)c2cc(C(C)=O)n[nH]2)CC1
Compound,41,42,43,44,45,46,47,48
RGS7-Gao,104,104,95,96,92,99,101,92
Bcl-2 Bim block,3,-5,-11,1,2,-3,0,-5
GSH fluor,11,14,27,13,11,13,14,9
Bcl-W Bim block,0,0,-2,-5,-2,-3,-5,-1
Bim-Bcl-B,1,-7,-11,0,1,-10,-7,-5
Bcl-XL Bim block,2,-3,-12,-1,-1,-6,-4,-4
ABCB1 inh,0.9,0.2,0.5,1.3,-0.8,0.7,0.7,1.2
RGS4-Gao reg,102,102,88,97,98,107,102,93
RGS8-Gao,101,103,95,100,107,110,101,98
Bfl-1 Bim block,4,-9,-9,-2,5,-6,-4,-4
ABCG2 inh,21,0,11,3,1,2,4,1

49. COCCN1Cc2cccc(C(=O)NC3CCCCCC3)c2C1=O
50. c1cnc2c(SCc3ccc(-c4nnco4)cc3)cccc2c1
51. Cc1ccc(C(=O)N2NC(c3ccc(F)cc3)C3C(=O)N(c4ccc(C)cc4)C(=O)C32)cc1 (stereo not given)
52. CC(=O)Nc1nnc(SCc2cccc(F)c2)s1
53. Cc1ccc(C(NC(=O)C2CCCCC2)c2c(O)ccc3ccccc23)cc1 (stereo not given)
54. CC(C)(C)C(=O)Nc1ccccc1C(=O)Nc1cc(Cl)ccc1Cl
55. CC1CN(C(=S)NC(=O)C2CCCCC2)CC(C)O1 (stereo not given)
56. O=[N+]([O-])c1ccc(O)c(/C=N/Nc2ccccn2)c1
57. COc1ccc(/C=C(/NC(=O)c2cccs2)C(=O)Nc2ccc(C)cc2)cc1OC
58. CC(=O)Nc1ccc(-n2nnnc2SCC(=O)N2CCN(C(=O)c3ccco3)CC2)cc1
Compound,49,50,51,52,53,54,55,56,57,58
RGS7-Gao,100,110,.,103,107,104,103,90,106,103
Bcl-2 Bim block,-6,-1,-2,-4,-3,-10,-2,-2,0,-9
GSH fluor,24,15,18,18,10,38,22,12,15,31
Bcl-W Bim block,-5,-2,-3,-2,0,0,-1,-2,-3,0
Bim-Bcl-B,-9,-7,-8,-4,0,-10,-1,-4,0,-5
Bcl-XL Bim block,-6,-2,-5,-2,-2,-7,-3,-8,-4,-1
ABCB1 inh,-2.0,0.3,3.0,-0.8,0.2,1.0,0.1,-1.5,-1.2,0.8
RGS4-Gao reg,102,101,.,106,107,102,105,86,103,101
RGS8-Gao,101,100,.,102,104,100,106,88,105,102
Bfl-1 Bim block,-4,0,-3,-6,0,-15,-2,-4,0,-9
ABCG2 inh,7,0,3,0,3,6,0,37,-4,3

Full records, looked up by structure:
Shown for Cc1ccc(C(NC(=O)C2CCCCC2)c2c(O)ccc3ccccc23)cc1 (stereo not given) = RGS7-Gao: 107; Bcl-2 Bim block: -3; GSH fluor: 10; Bcl-W Bim block: 0; Bim-Bcl-B: 0; Bcl-XL Bim block: -2; ABCB1 inh: 0.2; RGS4-Gao reg: 107; RGS8-Gao: 104; Bfl-1 Bim block: 0; ABCG2 inh: 3
Shown for CC(=O)Nc1nnc(SCc2cccc(F)c2)s1 = RGS7-Gao: 103; Bcl-2 Bim block: -4; GSH fluor: 18; Bcl-W Bim block: -2; Bim-Bcl-B: -4; Bcl-XL Bim block: -2; ABCB1 inh: -0.8; RGS4-Gao reg: 106; RGS8-Gao: 102; Bfl-1 Bim block: -6; ABCG2 inh: 0
Shown for CC(C)(C)C(=O)Nc1ccccc1C(=O)Nc1cc(Cl)ccc1Cl = RGS7-Gao: 104; Bcl-2 Bim block: -10; GSH fluor: 38; Bcl-W Bim block: 0; Bim-Bcl-B: -10; Bcl-XL Bim block: -7; ABCB1 inh: 1.0; RGS4-Gao reg: 102; RGS8-Gao: 100; Bfl-1 Bim block: -15; ABCG2 inh: 6
